# High-throughput results as filed in PubChem.
# SW480 rerep – inducers of DNA re-replication in SW480 colon cancer cells | SW480 DNA re-replication, Hoechst DNA content imaging, 48 h | Potency, µM (series often up to 46.1 µM), without a hit: at the highest dose re-replication activation, hits mostly activators | 340,000 compounds, 1.8% hits | AID 624297; also: potency is read from the fitted curve at half-maximal effect; % of control where 0% means no effect; nearly all actives have a fitted effect of over 55% in size
#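 Compounds, transferred as 23 nL by pin tool, were incubated with cells for 48 hr; DNA content per nucleus was then quantified by Hoechst staining and fluorescence plate imaging.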
# HT1080-NT tox – kills 2HG-producing HT-1080-NT fibrosarcoma cells | HT-1080-NT fibrosarcoma viability, CellTiter-Glo ATP luminescence, 48 h | Potency, µM (top dose mostly 46.1 µM), inactives show at the top dose activity, negative = less viability, actives largely listed as cytotoxic | 360,000 compounds, 1.6% hits;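 also: NT is the 2HG producing partner of a matched IDH1 knockdown line; potency is read from the fitted curve at half-maximal effect; 0% = DMSO-treated cells and -100% = media-only wells without cells; nearly all actives have a fitted effect of over 55% in size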
#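 Toxicity toward the 2HG-producing NT line was scored as %Activity, normalised to DMSO and no-cell wells, from CellTiter-Glo luminescence after 48 hours' treatment.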
# KB-3-1 cytotox – KB-3-1 parental cell cytotoxicity; KB-3-1 viability, CellTiter-Glo ATP luminescence, 72 h; Potency, µM (highest dose often 46.1 µM), for the others: top-dose activity change, negative = cytotoxic, most hits filed as cytotoxic; 400,000 compounds, 1.4% hits; AID 1347075; also: potency is read from the fitted curve at half-maximal effect; % is scaled to controls: 0 for no effect and ±100 for the full control effect; nearly all actives have a fitted effect of over 60% in size
#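 Screening of KB-3-1 cells (DMEM, 10% FBS, phenol-red free) ran from lowest to highest compound concentration; after 72 h at 37 °C viability was read luminescently and curves fitted.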
# GLP1R ag – activates the human GLP-1 receptor | Potency, µM (series often up to 45.6 µM), for the others: at the top dose activation, usual class: activators | 380,000 compounds, 0.007% hits | P43220 | HEK293 GLP-1R CRE-luciferase, luminescence, 4-6 h; cells express a hypersensitive GLP-1R form; also: potency is read from the fitted curve at half-maximal effect; % of control where 0% means no effect
# Target sequence (P43220 whole entry, looked up): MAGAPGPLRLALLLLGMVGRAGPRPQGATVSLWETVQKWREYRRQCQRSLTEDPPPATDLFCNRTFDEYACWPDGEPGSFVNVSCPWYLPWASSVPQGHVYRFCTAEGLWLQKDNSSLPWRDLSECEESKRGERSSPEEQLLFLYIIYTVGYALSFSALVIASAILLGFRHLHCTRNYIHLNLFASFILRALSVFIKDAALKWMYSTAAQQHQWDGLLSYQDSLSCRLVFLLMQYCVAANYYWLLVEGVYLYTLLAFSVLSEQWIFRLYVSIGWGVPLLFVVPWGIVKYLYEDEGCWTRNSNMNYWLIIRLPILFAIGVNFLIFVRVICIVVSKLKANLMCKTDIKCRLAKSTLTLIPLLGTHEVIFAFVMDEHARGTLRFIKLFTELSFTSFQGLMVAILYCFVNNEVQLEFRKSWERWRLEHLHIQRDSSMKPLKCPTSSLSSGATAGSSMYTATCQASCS
# IL-1B inflam inh – inflammasome signaling inhibition, IL-1 beta readout | 360,000 compounds, 4.7% hits | activity change, % at 57.5 µM | THP-1 LPS/ATP IL-1B secretion, AlphaLISA, 16 h; stronger effect = lower value; in the data active = activity change below about -50%; inconclusive = mostly about -30% to -49%; also: % is scaled to controls: 0 for no effect and ±100 for the full control effect
#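 THP-1 cells pretreated 1 hr with compounds (up to 57.5 uM final), then stimulated with LPS (250 ng/mL final) plus ATP (1.25 mM final); secreted IL-1B measured by AlphaLISA after 16 hr, decreased signal indicating inhibition.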
# HT1080 IDH1KD tx – HT-1080 IDH1 knockdown cell toxicity (counter line). AID 686971. 360,000 compounds, 2% hits. HT-1080 IDH1 knockdown viability, ATP luminescence, 48 h. Potency, µM (doses to about 46.1 µM), without a hit: at the highest dose activity, negative = toxicity, actives largely listed as cytotoxic;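 also: potency is read from the fitted curve at half-maximal effect; 0% = DMSO wells and -100% = cell-free medium wells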
#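 Using the IDH1-knockdown HT-1080 line run in the same batch and compound series as the NT line, viability after 48 h at 37 °C was determined by CellTiter-Glo luminescence and expressed as % activity.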
# DRD3 agonist – agonists of human D3 dopamine receptor | P35462 | D3R DiscoveRx beta-arrestin cells, luminescence, 90 min | max activation, % | 410,000 compounds, 0.58% hits | AID 652048; in the data active = max activation above about 30%; also: 0% is about no effect; mostly tested at two doses, the higher about 12 µM
# Target sequence (P35462 whole entry, looked up): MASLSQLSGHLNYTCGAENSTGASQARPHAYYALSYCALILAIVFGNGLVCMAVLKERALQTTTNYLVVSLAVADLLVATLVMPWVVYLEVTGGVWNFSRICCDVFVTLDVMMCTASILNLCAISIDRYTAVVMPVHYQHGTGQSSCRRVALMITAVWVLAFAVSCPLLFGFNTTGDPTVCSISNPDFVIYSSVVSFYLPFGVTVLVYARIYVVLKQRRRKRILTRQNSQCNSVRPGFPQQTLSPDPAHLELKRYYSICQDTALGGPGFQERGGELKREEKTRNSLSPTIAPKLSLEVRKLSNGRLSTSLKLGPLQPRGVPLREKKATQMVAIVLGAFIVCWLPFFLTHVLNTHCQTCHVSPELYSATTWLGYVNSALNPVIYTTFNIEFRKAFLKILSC
#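 Agonist mode: compounds and dopamine controls were applied to plated cells for 90 min at 37 degrees C after an overnight attachment at 1500 cells/well. Luminescent read-out followed 30 - 60 minutes at room temperature with DiscoveRx detection reagent.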
# D3 antag – D3 dopamine receptor (human) antagonism; P35462; max response, negative = inhibition, %; 360,000 compounds, 2.5% hits; D3R cells, DiscoveRx beta-arrestin luminescence, antagonist mode; stronger effect = lower value; in the data active = max response below about -50%; inconclusive = no clear call, values can overlap the other calls; also: % is scaled to controls: 0 for no effect and ±100 for the full control effect; mostly tested at two doses, the higher about 12 µM
#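 Cells plated overnight at 1500 cells/well, then exposed to library compounds with dopamine controls for 90 minutes at 37 degrees C. DiscoveRx reagent added for 30–60 minutes at room temperature; luminescence read, quantitative HTS format.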
# KB-V1 cytotox – KB-V1 MDR subline cytotoxicity | 400,000 compounds, 3.4% hits | Potency, µM (titrated, usually from 46.1 µM), inactives show top-dose activity change, negative = cytotoxicity, hits mostly cytotoxic | KB-V1 MDR cells viability, CellTiter-Glo, 72 h; also: potency is read from the fitted curve at half-maximal effect; % is scaled to controls: 0 for no effect and ±100 for the full control effect; nearly all actives have a fitted effect of over 60% in size
#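 KB-V1, DMEM (no phenol red) + 10% FBS; cpd pin-transferred, titration series; 72 h, 37 degrees C; CellTiter-Glo, luminescence. Data normalized, curve-fit.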
# Active calls of the source: *; u = inconclusive; x = not tested or not shown; & = joins results of further samples; [ ] = remark or other dose. Unless noted, calls follow the shape of the dose curve; as a rule, active = well fitted curve in the direction sought with a large enough effect; inconclusive = small, poorly fitted or top-dose-only effect, or another doubt; inactive = no such curve, though single readings can be large; an effect the other way counts as inactive or inconclusive. The order is random. About 12% of those tested had a hit in this group.
SMILES,SW480 rerep,HT1080-NT tox,KB-3-1 cytotox,GLP1R ag,IL-1B inflam inh,HT1080 IDH1KD tx,DRD3 agonist,D3 antag,KB-V1 cytotox
O=C(c1ccc([N+](=O)[O-])s1)N1CCCc2ccccc21,6.5µM*,-25%,-19%,17%,u,u,-5,-19,u
O=C(/C=C/c1cccc(Cl)c1)Nn1c(-c2cccs2)nc2ccccc2c1=O,21%,-4%,13%,1%,-55*,0%,2,13,-5%
N#Cc1ccc(NC(=S)NCCN2CCOCC2)cc1,-3%,-2%,-3%,0%,1,-4%,-3,-6,-28%
CC(C)(C)N(Cc1ccccc1)C(=O)COc1cccnc1[N+](=O)[O-],24%,4%,-1%,-1%,24,5%,0,-2,-8%
COC(=O)C1CCN(S(=O)(=O)c2c(C)n(C)c(=O)n(C)c2=O)CC1,-17%,5%,19%,1%,20,8%,1,-13,16%
CCOC(=O)c1ccc(NC(=O)N2CCN(C(=O)c3ccco3)CC2)cc1,-10%,6%,17%,-5%,23,1%,-9,-16,-10%
COc1ccc(C(=O)O)cc1S(=O)(=O)Nc1cc(C(F)(F)F)ccc1N1CCCCC1,x,1%,u,-2%,11,2%,7,19,20%
CC(=O)c1c(C)[nH]c(C(=O)OCC(=O)N2CCc3ccccc32)c1C,17%,2%,-4%,6%,4,-1%,2,30,-16%
O=C(COC(=O)c1ccccn1)Nc1cccc(Cl)c1Cl,0%,14%,1%,-8%,15,12%,0,5,0%
CCCNc1c(N)c(=O)oc2ccccc12,-3%,0%,-1%,0%,11,9%,11,22,13%
CCCCNC(=O)[C@]1(C)CCC[C@@]2(C)C3CC[C@@]4(C)C[C@]3(CCC21)CC4=O (stereo partly drawn),6%,5%,3%,8%,-1,3%,0,-8,-8%
O=C1CSC(c2cccnc2)N1Cc1ccc(Cl)cc1Cl (stereo not drawn),-6%,-2%,15%,10%,7,-9%,-8,0,u
C[C@H]1COC(=O)[C@@H](Cc2ccc(F)cc2)C/C=C\C[C@@H](CC(=O)NCCO)C(=O)N1,-21%,-19%,10%,-1%,27,8%,1,0,-2%
COC(=O)C1=C(CSc2nc3c(cc2C#N)CN(C)CC3)OC(N)=C(C#N)C1c1ccccc1F (stereo not drawn),7%,-5%,21%,-8%,1,2%,-15,-18,-16%
Cc1ccc(NC(=O)CSc2n[nH]c(-c3ccco3)n2)c(C)c1,2%,1%,-4%,2%,7,10%,-9,1,u
Cc1cc2c(cc1C)NC(C)CC(=O)N2 (stereo not drawn),2%,13%,9%,0%,-1,8%,-9,-12,-6%
Cc1c(Cl)cccc1NC(=S)NNc1ncc(C(F)(F)F)cc1Cl,u,u,u,0%,-69*,u,-75,-75*,u
O=C(Nc1ccccn1)c1cc2ccccc2cc1O,u,u,15%,1%,-14,u,-1,5,-28%
O=C(CCC(=O)OC(C(=O)c1ccccc1)c1ccccc1)Nc1ccccc1 (stereo not drawn),1%,4%,-3%,-5%,6,0%,3,4,7%
O=C(c1ccnc(Cl)c1)N1CCCC(N2CCN(c3ccccc3F)CC2)C1 (stereo not drawn),11%,-3%,-12%,-5%,10,-6%,4,-6,-30%
O=C(c1cc(-c2ccc(O)cc2)on1)N1CCN(c2ccccc2)CC1,-10%,-20%,u,0%,-54*,-5%,-27&-8,3,u
Cc1ccc(S(=O)(=O)c2cc3ccccc3oc2=Nc2ccc3c(c2)OCO3)cc1,0%,-1%,-15%,-1%,0,2%,1,-20,0%
CCOc1ccc(NS(=O)(=O)c2ccc(C(=O)NCC(c3ccco3)N(C)C)cc2)cc1 (stereo not drawn),-6%,4%,7%,-4%,0,5%,-8,1,u
O=C(Nc1nnc(CCc2ccccc2)s1)c1ccccc1F,-5%,2%,2%,-3%,-3,4%,11,9,-25%
COc1cc(/C=N/NC(=O)c2ccc3nc[nH]c3c2)cc(OC)c1OC(C)=O,x,6%,-2%,-5%,-10,6%,-6,0,12%

# The list goes on; the last three above are carried over.
SMILES,SW480 rerep,HT1080-NT tox,KB-3-1 cytotox,GLP1R ag,IL-1B inflam inh,HT1080 IDH1KD tx,DRD3 agonist,D3 antag,KB-V1 cytotox
CCOc1ccc(NS(=O)(=O)c2ccc(C(=O)NCC(c3ccco3)N(C)C)cc2)cc1 (stereo not drawn),-6%,4%,7%,-4%,0,5%,-8,1,u
O=C(Nc1nnc(CCc2ccccc2)s1)c1ccccc1F,-5%,2%,2%,-3%,-3,4%,11,9,-25%
COc1cc(/C=N/NC(=O)c2ccc3nc[nH]c3c2)cc(OC)c1OC(C)=O,x,6%,-2%,-5%,-10,6%,-6,0,12%
O=C(C1CC1)N1CCc2sccc2C1c1ccc(Cl)cc1 (stereo not drawn),-7%,-10%,-2%,10%,u,0%,0,13,-15%
COc1ccc(C2(c3ccc(OC)cc3)NC(=O)N(CC(=O)N(C)C3CCC(C)CC3)C2=O)cc1 (stereo not drawn),6%,7%,-19%,-7%,-56*,-16%,3,5,u
O=C(O)[C@H]1CCCC[C@H]1C(=O)Nc1ccc(S(=O)(=O)N2CCCCC2)cc1,-1%,-2%,21%,-2%,6,-2%,-10,1,2%
COc1cc(/C=N\n2cnnc2)ccc1OCC(=O)Nc1ccc(C)cc1,-4%,-23%,15%,0%,2,-14%,-2,u,0%
CCCOC(=O)CCCC[C@H]1SC[C@@H](NC(=O)OC)[C@H]1NC(=O)OC,-1%,-1%,4%,2%,20,-10%,0,-7,-1%
CCOC(=O)c1cnc(SC)nc1Sc1ccc(Cl)cc1Cl,3%,-2%,4%,-14%,33,0%,5,-7,u
O=C(COC(=O)c1cnc(Cl)c(Cl)c1)NC1CCCC1,x,-4%,25%,1%,u,-9%,-10,-26,18%
Cn1ccnc1C(O)c1ccc(OCc2ccccc2)cc1 (stereo not drawn),-1%,0%,-4%,17%,-5,-1%,7,6,14%
O=C1NN(c2ccccc2)C(=O)/C1=C/c1coc2ccccc2c1=O,13%,1%,u,-9%,-11,-2%,5,1,-3%
O=C(NCC(c1ccco1)N1CCc2ccccc2C1)c1ccc(Cl)c([N+](=O)[O-])c1 (stereo not drawn),1%,-2%,10%,-54%[inhibitor],-83*,1%,-25,u,-24%
COCCNC(=O)c1ccc(NS(=O)(=O)c2ccc3[nH]c(=O)[nH]c3c2)cc1,0%,-2%,14%,-4%,4,3%,-5,-10,3%
CCN(CC(=O)Nc1ccccc1OC)C(=O)c1ccccc1Sc1ccccc1C#N,-2%,8%,-1%,-3%,0,1%,1,41,u
COC(=O)c1cn(NC(=O)COc2ccc(Cl)cc2)c(=O)c2ccccc12,-7%,-2%,-2%,1%,15,2%,1,2,-26%
Cc1ccc(CN2CCN(CC(=O)N/N=C/c3c[nH]c4ccccc34)CC2)cc1,-3%,-4%,-5%,15%,-12,-13%,-12,-2,-14%
CCC1(C)Cc2ccccc2-c2c1c(=O)n(Cc1ccccc1)c1nnnn21 (stereo not drawn),-3%,-13%,-26%,-1%,-4,-2%,-11,0,-27%
O=Cc1ccccc1Oc1nc(N2CCOCC2)nc(N2CCOCC2)n1,11%,-8%,0%,1%,u,2%,-8,-22,0%
Nc1nc(CSC(=S)N2CCN(c3ccccc3)CC2)nc(Nc2ccccc2)n1,132%,-8%,-17%,-1%,-14,-16%,23,6,3.3µM*
CNC(=S)NNC(=O)c1cccc(N(C)C)c1,-45%[inhibitor],3%,-17%,0%,-11,16%,-7,-22,u
Cc1ccc2nc(CSc3nnc(Nc4ccccc4C)s3)cc(=O)n2c1,-3%,0%,17%,17%,3,5%,4,23,-3%
CC(=O)Nc1cc(-c2ccoc2)cn2c(-c3ccccc3)cnc12,x,-2%,0%,16%,-12,-20%,6,16,0%
O=C(/C=C/c1ccccc1)C1C(=O)c2ccccc2C1=O,-6%,3%,u,-4%,1,-2%,5,-1,3.7µM*
COC(=O)CCn1cnc2onc(-c3cc(F)cc(F)c3)c2c1=O,x,x,26%,1%,x,x,-3,x,-10%
O=c1[nH]c(/C(Cl)=C/c2cccc(C(F)(F)F)c2)nc2cc(Cl)ccc12,-2%,-2%,-3%,7%,-4,0%,-17,-17,-1%
CC(=O)Nc1ccc(-n2c(C)ccc2-c2ccccc2)cc1,u,-23%,0%,13%,-9,-9%,-1,0,-30%
Cc1ccc(NC(=O)OCc2cncs2)cc1,-3%,3%,-1%,18%,-12,7%,-3,0,u

# 2 of the compounds above, as labelled records:
O=C(O)[C@H]1CCCC[C@H]1C(=O)Nc1ccc(S(=O)(=O)N2CCCCC2)cc1
  SW480 rerep = -1%	HT1080-NT tox = -2%	KB-3-1 cytotox = 21%	GLP1R ag = -2%	IL-1B inflam inh = 6	HT1080 IDH1KD tx = -2%	DRD3 agonist = -10	D3 antag = 1	KB-V1 cytotox = 2%

COc1cc(/C=N\n2cnnc2)ccc1OCC(=O)Nc1ccc(C)cc1
  SW480 rerep = -4%	HT1080-NT tox = -23%	KB-3-1 cytotox = 15%	GLP1R ag = 0%	IL-1B inflam inh = 2	HT1080 IDH1KD tx = -14%	DRD3 agonist = -2	D3 antag = u	KB-V1 cytotox = 0%
